Screens deposited in PubChem BioAssay by several laboratories.
Large T inhibition: TAg ATPase/helicase activity blockers – biochemical (AID 1903) | SV40 large T antigen ATPase/helicase inhibition assay; higher % means a stronger effect | inhibition, % at 20 µM, or IC50 in µM where a hit was titrated | hit rate 0.39% among 310,000; in the data active means a potency from the dose series; inconclusive means inhibition mostly from about 32% at the one dose, without a potency; inactive means the rest, 99 in 100 with inhibition below about 32%; further: strong numbers were not always called active
Dengue-2 NS5 capping: Dengue-2 NS5 methyltransferase inhibitors, primary screen, biochemical, confirmation dose response (AID 588689); Dengue-2 NS5 methyltransferase capping enzyme assay, biochemical; higher % means a stronger effect; inhibition, % at 25 µM; hits with a dose series show IC50 in µM; hit rate 0.3% among 340,000; in the data active means a potency from the dose series; inconclusive means inhibition above about 29% without an active follow-up result
T cell modulator: T cell immune modulators affecting CD8 T cell-vesicle binding; 2C CD8+ T cell-vesicle binding, flow cytometry; stronger effect = lower value; calls only at 7 µM; hit rate 0.068% among 330,000; AID 2052;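 active means response, share of CD8 T cells binding vesicles, and their 90th percentile fluorescence all below set limits, cut at about 80% in these data, passing the limit was not always enough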
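Material: murine 2C transgenic CD8+ T lymphocytes / Also added: QL9-peptide-loaded Drosophila micro-vesicles bearing Ld, ICAM-1 and B7-1 / Schedule: binding step 1.5 h, 37 °C, antibody labelling 20 min, ice / Signal: flow cytometry, PE anti-B7-1 (FL2) versus Alexa647 anti-CD8 (FL8), PFA-fixed / Evaluation: percent CD8+ FL2 mean versus row control / Benchmarks: naked versus QL9-loaded vesicles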
West Nile antiviral: West Nile virus antiviral activity, cell-based, CPE readout (AID 1621). CPE inhibition, % at 10 µM; hits with a dose series show IC50 in µM. hit rate 0.02% among 290,000. West Nile virus-infected cells, CPE inhibition; higher % means a stronger effect; in the data active means a potency from the dose series; inconclusive means CPE inhibition mostly from about 3.7% at the one dose, without a potency; inactive means the rest, 99 in 100 with CPE inhibition below about 2.2%; further: strong numbers were not always called active
NTR1 ag: agonists of NTR1, primary screen, imaging, U2OS cells, beta-arrestin-GFP, high content (AID 493036); activation, % at 20 µM; NTR1-U2OS beta-arrestin-GFP spot imaging, agonist mode; hit rate 0.17% among 330,000;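 active means activation at or above 40% of the spot to cytoplasm intensity ratio, with at least 20 cells analyzed; inconclusive means wells under 20 cells, flagged as cytotoxic or low count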;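 further: 0% = DMSO without peptide and 100% = 100 nM NTR1 peptide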
Target sequence (P30989 whole entry, looked up): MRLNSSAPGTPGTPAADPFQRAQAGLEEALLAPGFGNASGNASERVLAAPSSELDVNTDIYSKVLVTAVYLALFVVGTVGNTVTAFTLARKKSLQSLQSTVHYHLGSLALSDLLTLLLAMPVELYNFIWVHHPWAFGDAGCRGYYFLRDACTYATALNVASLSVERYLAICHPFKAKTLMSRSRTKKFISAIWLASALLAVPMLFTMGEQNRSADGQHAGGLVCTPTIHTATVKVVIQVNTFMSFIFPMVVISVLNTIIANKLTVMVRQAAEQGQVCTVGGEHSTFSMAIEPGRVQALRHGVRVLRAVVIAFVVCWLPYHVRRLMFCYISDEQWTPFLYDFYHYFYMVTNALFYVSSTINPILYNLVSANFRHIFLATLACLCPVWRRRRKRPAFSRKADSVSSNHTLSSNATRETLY
RSV antiviral HEp-2: RSV antiviral activity via CPE protection, HEp-2 cells, primary 10 µM value included (AID 2391); HEp-2 cells, RSV-induced CPE inhibition; higher % means a stronger effect; CPE inhibition, % at 10 µM; hits with a dose series show IC50 in µM; hit rate 0.13% among 310,000; in the data active means a potency from the dose series; inconclusive means CPE inhibition mostly from about 23% at the one dose, without a potency; inactive means the rest, 99 in 100 with CPE inhibition below about 21%; further: strong numbers were not always called active
K1F lysis inhibition: inhibition of K1F phage lysis, E. coli UTI89, bacterial capsule biogenesis inhibitors, alamar blue (AID 488966); E. coli UTI89 K1F phage lysis, alamar blue, 2 h; higher % means a stronger effect; one-dose inhibition, % at 100 µM; IC50 in µM for titrated hits; hit rate 0.02% among 340,000;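 active means phage lysis inhibition, versus mean bacterial control, above a set limit; inconclusive means no clear call, values can overlap the other calls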;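 further: capsule biogenesis inhibitors block K1F phage lysis so surviving cells raise fluorescence; higher fluorescence means more inhibition of phage lysis; actives were called in the ten point dose series up to 300 µM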
Rac1 GTP hydrolysis: MgcRacGAP GTPase-activating activity inhibitors, confirmation, biochemical, ADP Hunter fluorescence. MgcRacGAP-stimulated Rac1 GTP hydrolysis, ADP Hunter fluorescence; higher % means a stronger effect; GST-tagged Rac1 F28L mutant substrate. inhibition, % at 30 µM; hits with a dose series show IC50 in µM. hit rate 0.6% among 340,000. AID 624330;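 active means first-screen hits whose inhibition reached a set limit at any dose in the follow-up dose series; inconclusive means inhibition above the set first-screen limit but never retested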;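 further: fluorescence reports GDP produced by GAP-driven GTP hydrolysis; strong numbers were not always called active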
PhoP inhibition: inhibitors of PhoP regulon expression, primary screen, Salmonella Typhimurium, GFP reporter (AID 1863). S. Typhimurium PhoP-regulated promoter GFP reporter, 4 h; higher % means a stronger effect. inhibition, % at 50 µM, or IC50 in µM where a hit was titrated. hit rate 0.16% among 300,000;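 active means inhibition over 29.93%, a cutoff 3 SD above the screen mean, later confirmed by dose response; inconclusive means inhibition over 29.93% but no dose response follow-up; inactive means inhibition at most 29.93% or unconfirmed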;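 further: 0% = low Mg2+ inducing control and 100% = high Mg2+ repressing control; strong numbers were not always called active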
T cell modulator vesicle-bound %: also measured in T cell modulator; calls as there; double positive events, %; measured here: CD8+ vesicle-bound cell fraction;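 binding gate set so that unloaded-vesicle control wells show 10% double positive cells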
NTR1 ag cell count 20 µM: also measured in NTR1 ag; calls as there; cell count; measured here: cell count, cytotoxicity flag
Dengue-2 NS5 capping pilot replicate: further read-out of Dengue-2 NS5 capping, marked with its call; inhibition, %; measured here: pilot screen replicate inhibition
* = called active by the depositor; i = inactive; ? = inconclusive; . = not tested or not shown; [ ] = another dose, or the depositor's remark. Outcome played no part in choosing rows, and some 1.5% of all compounds hit somewhere here.

SMILES | Large T inhibition | Dengue-2 NS5 capping | T cell modulator | T cell modulator vesicle-bound % | West Nile antiviral | NTR1 ag | NTR1 ag cell count 20 µM | RSV antiviral HEp-2 | K1F lysis inhibition | Rac1 GTP hydrolysis | PhoP inhibition | others
CCOC(=O)N1CCC(NC(=O)c2cc(S(=O)(=O)N3CCC4(CC3)OCCO4)ccc2F)CC1 | -4% | -4% | i | 12 | -0.9% | -0.6 | 43 | -1.1% | 6.1% | -1% | -4%
C/C=N/NC(=O)c1cc(Br)ccc1O | -9% | -1% | i | 45 | -0.2% | -0.4 | 74 | 0.2% | 0.6%[50 µM] | -12% | 8%
CC1(NC(=O)Nc2cccc(Br)c2)CCS(=O)(=O)C1 (centres undefined) | . | -9% | i | 42 | . | 0.4 | 76 | . | -0.9% | 2% | .
COc1ccc(/C=N/NC(=O)c2cccc(O)c2)cc1Cn1nc(C)c([N+](=O)[O-])c1C | 15% | 2% | i | 34 | -0.5% | 1.2 | 48 | 3.4% | 0.2% | 16% | -7%
COc1cccc(-c2nc(CS(=O)(=O)CC(=O)NC3CCCC3)c(C)o2)c1 | 19% | -4% | i | 8 | -0.2% | 0.3 | 52 | 7.9% | 0.2% | 11% | -4%
CC(C)CC(OC(=O)c1nsc(Cl)c1Cl)C(=O)NCC1CCCO1 (centres undefined) | 5% | -5% | i | 25 | -0.2% | -0.5 | 42 | 0.9% | -0.2% | 6% | -8%
O=C(Nc1ccon1)c1sc2cc(F)ccc2c1Cl | 1% | 0% | i | 38 | 0.2% | 0.0 | 44 | 40% | -0.1% | 4% | -12%
COc1ccc(S(=O)(=O)NCCc2nnc3ccc(SCC(=O)Nc4nc(C)cs4)nn23)cc1 | 5% | -1% | i | 29 | -0.4% | 0.4 | 57 | 0.7% | 2.2% | 3% | 7%
O=C(Cc1c[nH]c2ccccc12)NC1(C(=O)NC2CCCC2)CCCCC1 | 4% | 7% | i | 43 | -1.2% | 0.4 | 58 | 0.5% | -0.1% | 13% | 0%
O=C(NCCN1CCOCC1)c1cccc(S(=O)(=O)NCc2ccccc2)c1 | 13% | -7% | i | 55 | . | -1.1 | 67 | 0.3% | 1.4%[50 µM] | 2% | -1%

In the list so far, these contain bromine:
SMILES | Large T inhibition | Dengue-2 NS5 capping | T cell modulator | T cell modulator vesicle-bound % | West Nile antiviral | NTR1 ag | NTR1 ag cell count 20 µM | RSV antiviral HEp-2 | K1F lysis inhibition | Rac1 GTP hydrolysis | PhoP inhibition | others
C/C=N/NC(=O)c1cc(Br)ccc1O | -9% | -1% | i | 45 | -0.2% | -0.4 | 74 | 0.2% | 0.6%[50 µM] | -12% | 8%
CC1(NC(=O)Nc2cccc(Br)c2)CCS(=O)(=O)C1 (centres undefined) | . | -9% | i | 42 | . | 0.4 | 76 | . | -0.9% | 2% | .

More results
SMILES | Large T inhibition | Dengue-2 NS5 capping | T cell modulator | T cell modulator vesicle-bound % | West Nile antiviral | NTR1 ag | NTR1 ag cell count 20 µM | RSV antiviral HEp-2 | K1F lysis inhibition | Rac1 GTP hydrolysis | PhoP inhibition | others
O=C(Nc1ccccc1C(=O)N1CCN(c2ccccc2)CC1)c1ccco1 | 4% | -8% | i | 8 | 0.2% | 0.2 | 86 | 1.1% | 0.2% | 11% | 6%
Cc1ccc(C(OCC(O)CN2CCCCC2)c2ccccc2)cc1 (centres undefined) | 0% | 3% | i | 29 | -0.7% | -0.2 | 45 | -0.5% | -0.1% | 4% | 8%
CCn1cc([N+](=O)[O-])c(C(=O)N2CCN(C(=O)c3ccco3)CC2)n1 | 3% | -1% | i | 42 | 1.6% | 1.3 | 49 | 0.1% | 4.3% | 3% | 5%
Cc1c(OC(C)C(=O)NCCCN2CCOCC2)ccc2c1oc(=O)c1ccccc12 (centres undefined) | 10% | -3% | i | 33 | -0.8% | -0.7 | 53 | -0.7% | -0.3% | 16% | 0%
Cc1ccc(C(=O)N2CC=C(c3ccccc3)CC2)o1 | 34% | 4% | i | 23 | . | 1.1 | 45 | 0.1% | 1.1%[50 µM] | 7% | -4%
CC1CC(C)CN(c2nc3c(c(=O)n(C)c(=O)n3C)n2C)C1 (centres undefined) | 4% | 1% | i | 50 | -0.6% | 1.5 | 46 | 2.0% | 0.1% | 7% | 2%
CC(C)C[C@H](NC(=O)c1nc[nH]c1C(=O)N[C@@H](CCCCNC(=O)OC(C)(C)C)C(=O)OC(C)(C)C)C(=O)OCc1ccccc1 | 7% | 0% | i | 45 | -1.5% | 9.1 | 94 | 5.0% | 0.1% | 9% | .
O=C(c1ccco1)N1CCCC(c2nc3c(nnn3Cc3c(Cl)cccc3Cl)c(=O)[nH]2)C1 (centres undefined) | 14% | -2% | i | 16 | -0.6% | 0.9 | 52 | 3.9% | -0.3% | 6% | -2%
COc1ccc(N(C(=O)C(C)C)S(=O)(=O)c2ccc(Cl)cc2)cc1 | 10% | -7% | i | 27 | 0.3% | -1.0 | 55 | 0.5% | 1.8% | 4% | 3%
CCSc1nnc(N2C(=O)c3ccc(C(=O)c4ccc(C(=O)O)cc4)cc3C2=O)s1 | 13% | 0% | i | 70 | 0.8% | -0.4 | 69 | 3.2% | 8.1% | 8% | 1%
CCOC(=O)c1nc(C)nc(Sc2n[nH]c(-c3cc(C(F)(F)F)cc(C(F)(F)F)c3)n2)c1C | 5% | 0% | i | 30 | 0.2% | 4.6 | 28 | ? | -0.2% | -1% | -3%
C=CCNC(=O)c1ccccc1NC(=O)C1CCN(S(=O)(=O)c2ccc(SC)cc2)CC1 | 6% | 0% | i | 13 | -0.4% | 4.0 | 46 | 3.3% | 0.7% | 6% | -2%
CC(=O)N(C)c1ccc(N=C2C(=O)Nc3ccccc32)cc1 | 14% | 1% | i | 30 | 1.1% | . | . | 1.1% | -1.0%[50 µM] | 6% | -4%
COc1ccccc1OCC(O)Cn1c(=N)n(Cc2ccccc2)c2ccccc21 (centres undefined) | 4% | -7% | i | 22 | -1.6% | 3.8 | 69 | ? | 0.6% | 13% | -1% | Dengue-2 NS5 capping pilot replicate=2.1
Cc1ccc(SCC(=O)N2N=CCC2c2ccccc2)cc1 (centres undefined) | 9% | 0% | i | 43 | -0.3% | 0.9 | 51 | 3.6% | -0.6% | 5% | -2%
CC1=C(C(=O)Nc2ccc(C)cc2C)C(c2ccc(Cl)cc2)n2nc(C(=O)OC(C)C)nc2N1 (centres undefined) | 14% | 1% | i | 6 | -0.6% | 8.7 | 71 | 2.4% | 0.7%[50 µM] | 9% | 3%
CNC(=S)N1CCN(c2nc(-c3cccc(OC)c3)cs2)CC1 | 7% | -2% | i | 63 | 2.0% | 2.5 | 63 | 2.1% | 0.3% | 11% | -4% | Dengue-2 NS5 capping pilot replicate=3.0
Nc1nc(SCc2ccccc2)[nH]c(=O)c1-c1ccccc1 | 7% | -1% | . | . | 0.1% | -0.5 | 50 | 0.6% | ? | 3% | -2%
Cc1[nH]nc2c1C(c1cccnc1)N(c1ccc(Br)cc1)C2=O (centres undefined) | 22% | -5% | i | 51 | -0.1% | 0.9 | 64 | 2.7% | 0.1% | 2% | -3%
COc1cc(/C=N/NC(N)=O)ccc1OCC(=O)N1C(C)CCCC1C (centres undefined) | 15% | 5% | i | 28 | 0.2% | 0.8 | 53 | -0.3% | 0.0% | 7% | -1%
CC(NC(=O)Cc1ccc(-c2ccccc2)cc1)c1ccccc1 (centres undefined) | -1% | -4% | i | 18 | -0.1% | 0.4 | 36 | 2.7% | 0.0% | 13% | -1%
O=C([C@@H]1CCCN1C(=O)c1cccs1)N1CCN(S(=O)(=O)c2cccc(F)c2)CC1 | . | -7% | i | 39 | . | 1.8 | 43 | -0.3% | -0.5% | 9% | .
Cn1cc(/C=C2\SC(=S)N(NC(=O)c3ccccc3Cl)C2=O)c2ccccc21 | 7% | 26% | i | 29 | 0.3% | . | . | 3.4% | 0.8%[50 µM] | 7% | -5%
CCOC(=O)C1(CCOC)CCN(C(=O)Cc2ccsc2)CC1 | 7% | -1% | i | 62 | -0.6% | 2.2 | 67 | 0.6% | 0.2% | 7% | 0%
CC1CCN(S(=O)(=O)c2ccc3[nH]c(=O)c(=O)[nH]c3c2)CC1 | 1% | 0% | i | 40 | 1.5% | 1.4 | 69 | -0.1% | 1.7% | 4% | -8%
CCOC(=O)C1C(c2ccc(O)c(OC)c2)NC(=S)NC1(O)C(F)(F)F (centres undefined) | 18% | -2% | i | 62 | 0.2% | 6.4 | 76 | 0.8% | 0.0% | -9% | 1%
CC(C)c1ccc(-c2nnn(CCC#N)n2)cc1 | 16% | . | i | 33 | 0.1% | -0.5 | 44 | 4.8% | 0.1% | 6% | 0%
CCN(C(=O)CSc1nc(N)cc(N)n1)C1CCS(=O)(=O)C1 (centres undefined) | 26% | 1% | i | 12 | 0.2% | 0.6 | 77 | 1.1% | 0.8%[50 µM] | 7% | 2%
O=C(NCc1cccs1)C1CC(=O)N(c2ccc(F)cc2)C1 (centres undefined) | -1% | 2% | i | 21 | -0.5% | -1.5 | 89 | 1.1% | 0.2% | 1% | -4%
O=C(Nc1ccc(O)cc1)c1ccc(NC(=O)C2CCCO2)cc1 (centres undefined) | 11µM* | 1% | i | 42 | -0.2% | 0.5 | 69 | 0.3% | 0.1%[50 µM] | ? | 7%
C=C(C)Cn1c(SCC)nc2ccccc2c1=O | 5% | -4% | i | 14 | 0.0% | 0.2 | 38 | -2.6% | 1.0% | 9% | -4%
